Screening data: PubChem, The Scripps Research Institute Molecular Screening Center
CHO parental Ca – signal in parental CHO cells, OX1R antagonist counter-screen; AID 463079; parental CHO-K1, ATP-induced calcium, Fluo-8 fluorescence; inhibition, % at 5.6 µM; 330,000 compounds, 0.63% hits;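 active = inhibition above that plate's mean sample inhibition plus 3 SD, cut at about 26% in these data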;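 note: 0% = ATP-challenged DMSO wells and 100% = DMSO wells without ATP; some compounds past the cut are filed as inactive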
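Assay system: untransfected parental CHO cell line. Also added: ATP agonist challenge. Dosing: one dose, 5.6 µM nominal. Measured by: Fluo-8 fluorescence. Read-out: % inhibition. Benchmarks: ATP wells versus no-ATP DMSO wells. Repeats: no replicates.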
GPR7 antagonist – blocks human GPR7 receptor signaling; P48145; GPR7-expressing cells, fluorescence antagonist assay; inhibition, % at 4.4 µM; 290,000 compounds, 1.1% hits; in the data active = inhibition above about 16%, passing the limit was not always enough;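 note: cells stimulated with the agonist NPW; 0% = agonist with vehicle and 100% = vehicle without agonist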
Target sequence (P48145 whole entry, looked up): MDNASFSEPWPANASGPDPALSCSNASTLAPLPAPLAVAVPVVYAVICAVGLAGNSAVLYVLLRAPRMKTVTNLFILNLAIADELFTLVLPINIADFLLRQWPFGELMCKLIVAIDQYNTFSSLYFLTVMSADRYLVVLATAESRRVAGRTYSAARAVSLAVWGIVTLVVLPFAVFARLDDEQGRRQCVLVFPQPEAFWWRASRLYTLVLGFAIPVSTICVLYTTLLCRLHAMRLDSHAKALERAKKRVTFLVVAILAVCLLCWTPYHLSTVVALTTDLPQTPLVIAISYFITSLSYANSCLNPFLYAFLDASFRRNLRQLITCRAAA
M1 PAM parental – nonselective activator or artifact in parental CHO-K1 calcium assay | ATP EC20, Fluo-8 calcium fluorescence; 0% at ATP EC20, 100% at ATP max | 360,000 compounds, 0.02% hits | activation, % at 3 µM;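 active = activation above the run cutoff, the mean activation of all test compounds plus 3 SD, cut at about 40% in these data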;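 note: peak over basal fluorescence ratio in a 140 s read after ATP addition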
TAAR1 antagonist – antagonists of human TAAR1; CHO RD-HGA16 TAAR1, Fluo-8 calcium fluorescence, antagonist; Q96RJ0; 360,000 compounds, 1.5% hits; inhibition, % at 3 µM;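 active = inhibition above a per-plate cutoff, the mean inhibition of test compounds on that plate plus 3 SD, cut at about 49% in these data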;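 note: 0% = DMSO plus EC80 beta-PEA response and 100% = DMSO alone without agonist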
Target sequence (Q96RJ0 whole entry, looked up): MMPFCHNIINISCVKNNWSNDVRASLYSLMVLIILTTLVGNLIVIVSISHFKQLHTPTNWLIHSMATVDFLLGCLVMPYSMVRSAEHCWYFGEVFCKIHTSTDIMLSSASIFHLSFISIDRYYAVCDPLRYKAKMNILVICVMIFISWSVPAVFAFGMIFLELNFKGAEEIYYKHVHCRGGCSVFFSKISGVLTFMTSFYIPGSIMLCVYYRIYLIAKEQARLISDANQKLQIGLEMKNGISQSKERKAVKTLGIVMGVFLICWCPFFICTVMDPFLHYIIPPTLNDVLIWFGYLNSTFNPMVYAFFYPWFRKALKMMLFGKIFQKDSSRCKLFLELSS
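Test system: hTAAR1-expressing CHO RD-HGA16 cells, Gα16-coupled; Probe or stimulus: EC80 β-phenethylamine stimulus; Compound dosing: single nominal final test compound concentration of 3 µM; Timing: 140 s kinetic read after compound, 140 s after agonist; Signal: Fluo-8 calcium-sensitive fluorescence; Measure: % inhibition of agonist calcium response; Controls: DMSO and EC80 PEA controls.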
V1R ag counter – counter-screen for oxytocin receptor agonists: human V1a receptor agonists | P37288 | 320,000 compounds, 0.25% hits | CHO-V1R cells, Fluo-8 calcium fluorescence, agonist mode; 0% DMSO, 100% 3 nM vasopressin | activation, % at 3 µM;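 active = activation above the mean activation of all tested compounds plus 3 SD, per screening run, cut at about 20% in these data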;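 note: signal is peak over basal fluorescence ratio across a 100 second FLIPR read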
Target sequence (P37288 whole entry, looked up): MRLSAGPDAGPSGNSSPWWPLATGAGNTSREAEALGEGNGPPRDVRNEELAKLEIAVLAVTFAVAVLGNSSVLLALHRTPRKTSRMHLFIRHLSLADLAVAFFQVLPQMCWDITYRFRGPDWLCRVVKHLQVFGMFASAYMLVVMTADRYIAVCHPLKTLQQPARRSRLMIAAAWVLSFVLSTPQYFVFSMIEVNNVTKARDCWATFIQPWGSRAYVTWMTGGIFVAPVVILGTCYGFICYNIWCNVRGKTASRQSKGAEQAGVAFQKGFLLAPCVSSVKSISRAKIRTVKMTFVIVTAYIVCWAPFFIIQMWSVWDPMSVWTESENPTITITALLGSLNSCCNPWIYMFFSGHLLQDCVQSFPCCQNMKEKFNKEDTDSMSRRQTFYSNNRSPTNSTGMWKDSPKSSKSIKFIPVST
M1 ag parental – nonselective activator or artifact in parental CHO-K1 cells; activation, % at 3 µM; Fluo-8 calcium fluorescence; scaled to maximal ATP response, vehicle zero; 360,000 compounds, 0.48% hits; in the data active = activation above about 15%;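 note: untransfected CHO-K1 host cells lacking M1 receptor as counterscreen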
CHO-K1 Ca antag – counter-screen for M1 antagonists: effect in parental CHO-K1 cells; AID 602250; 360,000 compounds, 0.6% hits; ATP-induced calcium, Fluo-8 fluorescence; inhibition, % at 3 µM;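 active = inhibition above a per-plate cutoff, the plate's mean sample inhibition plus 3 SD, cut at about 24% in these data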;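 note: 0% = DMSO plus EC80 ATP and 100% = DMSO alone without ATP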
OXTR ag – activates the human oxytocin receptor. AID 2435. activation, % at 3 µM. P30559. 320,000 compounds, 0.32% hits. CHO-OTR cells, Fluo-8 calcium fluorescence; normalized: DMSO 0%, oxytocin 100%;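 active = activation above the mean of all tested compounds plus 3 SD, cutoff set per screening run, cut at about 20% in these data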;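 note: peak over basal fluorescence ratio from a 100 s FLIPR kinetic read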
OXTR potentiate – potentiators of human oxytocin receptor; P30559; CHO-OTR cells, Fluo-8 calcium fluorescence, potentiator mode; 0% = oxytocin EC15, 100% = EC100; activation, % at 3 µM; 320,000 compounds, 0.061% hits;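 active = activation above that plate's cutoff, the mean activation of tested compounds plus 3 SD, cut at about 6.6% in these data, passing the limit was not always enough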;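 note: 100% uses oxytocin at 75 nM as the full agonist control; some results filed as inactive read as strong as hits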
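Assay system: CHO cell line stably expressing human OTR. Reagent: EC15 oxytocin agonist. Dosing: single dose, 3.0 µM nominal final compound concentration. Timing: compound 6 min at room temperature before oxytocin, 100 s read. Signal: kinetic Fluo-8 calcium fluorescence. Controls: oxytocin EC15 low and EC100 high.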
The depositor's hits bear a star; / = not tested or not shown.

No. | canonical_smiles | CHO parental Ca | GPR7 antagonist | M1 PAM parental | TAAR1 antagonist | V1R ag counter | M1 ag parental | CHO-K1 Ca antag | OXTR ag | OXTR potentiate
1 | CCOC(=O)N1CC=C2C(C#N)=C(N)C(C#N)(C#N)[C@H](c3cccs3)[C@H]2C1 | -8 | -11 | 5 | / | -0.6 | -0.3 | -10 | 0.3 | -8
2 | Cc1ccc(C)c(-c2nc3cc(N)ccc3o2)c1 | -26 | -18 | 1 | -39 | -0.1 | -0.1 | -13 | -0.4 | 2
3 | CCc1ccc(NC(=O)Nc2ccc3c(c2)CCC3)cc1 | 3 | -6 | -2 | -13 | 2.1 | 1.9 | -4 | -0.2 | -13
4 | CCOc1ccc(Cl)cc1-c1cc(C(=O)Nc2cc(OC)c(OC)c(OC)c2)[nH]n1 | / | / | 8 | 25 | / | 3.0 | -7 | / | /
5 | COc1cccc(NC(=O)C2CC(=O)OC23CCOC(C)(C)C3)c1 (stereo unspecified) | -4 | 3 | 12 | 6 | 0.3 | 0.7 | -5 | 0.6 | 2
6 | CCN(CC)C(=O)CSc1nnc(COc2ccccc2)n1N | 3 | -18 | -13 | 4 | 1.2 | 0.4 | 17 | -0.3 | -8
7 | Cc1ccccc1NS(=O)(=O)c1ccc(C2CNC(=O)C2)cc1 (stereo unspecified) | 1 | -2 | 9 | 15 | 0.7 | 1.0 | -7 | 0.9 | -5
8 | O=C(OCc1c(-c2ccccc2)ncc2ccccc12)c1ccc(Cl)cc1Cl | -14 | / | 10 | -3 | -0.6 | 0.2 | -16 | -1.3 | 0
9 | Cc1cc(C)c(NC(=O)Cn2c(=O)c3cccn3c3ccccc32)c(C)c1 | -8 | -17 | 9 | -4 | -0.3 | 0.5 | -12 | 1.1 | -5
10 | CCCCc1ccc(-c2csc(/C(C#N)=C\c3ccc(C)o3)n2)cc1 | 1 | 2 | 9 | -9 | -0.6 | 1.0 | -13 | -0.3 | -11
11 | COc1ccc(-c2cc(O)cc(O)c2)cc1 | 3 | 5 | 9 | 26 | 1.0 | 2.6 | -11 | 3.3 | -8
12 | O=C(C1CCN(Cc2ccccc2)CC1)N1CCCC1 | -2 | 1 | 15 | -17 | -0.2 | 0.0 | 2 | 0.4 | -6
13 | COc1ccc(C(CC(=O)O)NS(=O)(=O)c2ccc(C)cc2)cc1 (stereo unspecified) | 2 | 2 | -7 | -1 | 1.0 | 0.1 | 7 | 1.6 | 0
14 | CCCC(=O)Nc1ccc2oc(-c3ccc(OC)c(Br)c3)nc2c1 | -19 | -6 | 15 | 10 | 0.2 | 1.4 | -3 | -0.6 | -6
15 | Cc1cnc(CNC(=O)C2CCC(=O)N(CCc3cccc(F)c3)C2)[nH]1 (stereo unspecified) | -11 | -1 | -1 | -1 | 0.4 | 0.5 | -6 | -0.6 | -4
16 | COc1ccc(C2SCCN2S(=O)(=O)c2ccccc2)cc1OC (stereo unspecified) | -7 | 10 | 21 | -9 | 7.1 | 5.9 | -8 | 6.1 | -19
17 | Fc1cccc(CN2CCN(c3ncccn3)CC2)c1 | 9 | -2 | 20 | 3 | 5.9 | 0.4 | -11 | 0.2 | 4
18 | COc1ccc(COC(=O)CCCN=C2NS(=O)(=O)c3ccccc32)cc1F | / | / | 23 | -22 | / | 3.4 | -17 | / | /
19 | CCOC(=O)Cc1csc(NC(=O)c2ccoc2C)n1 | -15 | -17 | 14 | 17 | 0.1 | 2.7 | -11 | -0.4 | -4
20 | Clc1ccc(-c2nnc3c4ccccc4nc(N4CCOCC4)n23)cc1Cl | -15 | -9 | 15 | 19 | -0.1 | 3.7 | 0 | 6.6 | 6
21 | Cc1ccc(-n2c(C)nnc2SCC(=O)NC2CC2)cc1 | 0 | -5 | 13 | -11 | 0.5 | 0.5 | 7 | 0.3 | -9
22 | CCN(C[C@H]1N[C@@](Cc2ccccc2)(C(=O)OC)[C@H]2C(=O)N(Cc3ccccc3)C(=O)[C@@H]12)S(=O)(=O)c1ccc(-c2ccccc2)cc1 | -22 | / | 10 | -8 | 3.3 | 0.0 | -5 | 2.1 | -9
23 | Cc1ccc(NC(=O)CSCC(=O)Nc2ccc(N3CCOCC3)cc2N2CCOCC2)cc1 | / | / | -2 | 0 | / | 0.7 | -7 | / | /
24 | Nc1cc2c(cc1Cl)-c1ccc([N+](=O)[O-])cc1C2=NO | / | / | 13 | 0 | / | 3.6 | -2 | / | /
25 | O=C1CN(C(=O)/C=C/c2ccccc2F)c2ccccc2N1 | -3 | -2 | 13 | 4 | -0.4 | 1.0 | -8 | -0.9 | -7
26 | CCCn1c(N)c(C(c2ccc(OC)cc2)N2CCN(c3ccccc3)CC2)c(=O)[nH]c1=O (stereo unspecified) | -10 | -10 | 19 | 15 | 0.9 | 1.3 | -7 | 0.1 | -8
27 | O=C(NC(Cc1c[nH]c2ccccc12)C(=O)O)c1ccc(F)cc1 (stereo unspecified) | -12 | 0 | -2 | -22 | 0.5 | -0.3 | 5 | -0.3 | -14
28 | Clc1ccc(-n2nnc(-c3nccs3)n2)cc1Cl | -17 | -26 | 15 | -18 | 2.2 | 0.5 | -19 | 1.2 | -11
29 | CCOc1ccc(NC(=O)N2CCC(NC(=O)C(Cc3ccc(OC)c(OC)c3)NC(C)=O)CC2)cc1 (stereo unspecified) | -13 | -5 | 8 | -5 | -0.5 | -0.3 | -7 | -1.0 | -15
30 | Cc1cc(C(=O)CSc2n[nH]c(N)n2)c(C)n1-c1ccc2c(c1)OCO2 | -13 | -14 | 12 | 1 | 0.7 | 3.2 | 5 | 0.0 | -10

Further structures follow:
| nr | SMILES | CHO parental Ca | GPR7 antagonist | M1 PAM parental | TAAR1 antagonist | V1R ag counter | M1 ag parental | CHO-K1 Ca antag | OXTR ag | OXTR potentiate |
| --- | --- | --- | --- | --- | --- | --- | --- | --- | --- | --- |
| 31 | CC1(C)Cc2ccccc2C(NNC(=O)c2ccc(Br)o2)=N1 | -14 | -14 | 32 | -17 | 1.3 | 0.1 | -10 | 0.5 | -1 |
| 32 | CS(=O)(=O)N(CC(=O)Nc1cccc(F)c1)c1cccc([N+](=O)[O-])c1 | 1 | 12 | 8 | 4 | 1.7 | 0.8 | 4 | 1.4 | 0 |
| 33 | CCOC(=O)c1cnc(-n2[nH]c(C)cc2=O)[nH]c1=O | 1 | -19 | 8 | -16 | 1.5 | 2.8 | 2 | 0.8 | 2 |
| 34 | CN(C(=O)c1ccc(Cl)cc1)C1CCS(=O)(=O)C1 (stereo unspecified) | -1 | / | 34 | 0 | 1.4 | 2.0 | -25 | -0.2 | -3 |
| 35 | Cc1ccc(OCC(O)Cn2c(=N)n(CCN3CCCCC3)c3ccccc32)cc1 (stereo unspecified) | -21 | 28* | 29 | 3 | 1.3 | 2.4 | -2 | 4.7 | -6 |
| 36 | O=C(CNC(=O)c1cc(-c2ccccc2)nn1-c1ccccc1)Nc1ccccc1Br | / | / | 5 | 14 | / | -0.1 | -20 | / | / |
| 37 | CC(Oc1ccc(Br)cc1Cl)C(=O)Nc1ccncc1 (stereo unspecified) | 25 | -4 | -16 | 23 | 12 | 9.6 | 18 | 16 | -24 |
| 38 | COc1ccc(C(=O)Nc2c(-c3ccccc3)nc3ccccn23)c(OC)c1 | -23 | -12 | 4 | 20 | 2.8 | 4.7 | 15 | -0.6 | -1 |
| 39 | C[C@@H]1CC[C@H](Cc2ccc(-n3cccc3)cc2)N1C(=O)OC(C)(C)C | / | / | 16 | -3 | / | -0.3 | -24 | / | / |
| 40 | O=C(NNC(=S)NC1CCCCC1)c1ccccc1Br | -16 | 21 | -11 | -13 | 1.7 | 1.5 | -5 | 0.2 | -8 |
| 41 | COc1ccc(/C=C/CN2CCCC(CO)(Cc3cccc(Cl)c3)C2)cc1 (stereo unspecified) | -21 | 7 | 9 | -9 | 3.7 | 28* | -4 | 8.1 | -7 |
| 42 | CCc1ccc(N2CC(C(=O)NC3CC3)CC2=O)cc1 (stereo unspecified) | -2 | 5 | 13 | -11 | -0.2 | 1.0 | -4 | -0.1 | -7 |
| 43 | COc1cccc(SCc2noc(C(=O)NCC3CCCO3)c2C(=O)O)c1 (stereo unspecified) | 1 | -7 | 13 | 18 | 1.1 | 0.8 | -19 | 6.0 | -12 |
| 44 | O=C(CNS(=O)(=O)c1ccc(Br)s1)N1CCN(c2ccc(F)cc2)CC1 | -15 | -6 | -8 | -10 | 7.9 | 4.4 | -12 | 3.1 | -8 |
| 45 | COc1ccc(F)cc1S(=O)(=O)N1CCN(C(=O)c2ccco2)CC1 | -9 | -3 | 2 | -9 | -0.6 | 0.6 | -9 | 0.0 | -8 |

Structural class: the compounds so far containing an aryl thioether with sulfur outside any ring.
| nr | SMILES | CHO parental Ca | GPR7 antagonist | M1 PAM parental | TAAR1 antagonist | V1R ag counter | M1 ag parental | CHO-K1 Ca antag | OXTR ag | OXTR potentiate |
| --- | --- | --- | --- | --- | --- | --- | --- | --- | --- | --- |
| 6 | CCN(CC)C(=O)CSc1nnc(COc2ccccc2)n1N | 3 | -18 | -13 | 4 | 1.2 | 0.4 | 17 | -0.3 | -8 |
| 21 | Cc1ccc(-n2c(C)nnc2SCC(=O)NC2CC2)cc1 | 0 | -5 | 13 | -11 | 0.5 | 0.5 | 7 | 0.3 | -9 |
| 30 | Cc1cc(C(=O)CSc2n[nH]c(N)n2)c(C)n1-c1ccc2c(c1)OCO2 | -13 | -14 | 12 | 1 | 0.7 | 3.2 | 5 | 0.0 | -10 |
| 43 | COc1cccc(SCc2noc(C(=O)NCC3CCCO3)c2C(=O)O)c1 (stereo unspecified) | 1 | -7 | 13 | 18 | 1.1 | 0.8 | -19 | 6.0 | -12 |

Other records
| nr | SMILES | CHO parental Ca | GPR7 antagonist | M1 PAM parental | TAAR1 antagonist | V1R ag counter | M1 ag parental | CHO-K1 Ca antag | OXTR ag | OXTR potentiate |
| --- | --- | --- | --- | --- | --- | --- | --- | --- | --- | --- |
| 46 | CCC(=O)c1ccc(OCC(=O)Nc2ccc(N3CCCCC3)cc2)cc1 | -16 | / | 10 | -23 | 1.7 | 0.3 | -16 | 0.2 | -3 |
| 47 | Cc1nc2c(OCc3ccc(C#N)cc3)cccn2c1N(C)C(=O)CCC1CCCC1 | / | / | 13 | 39 | / | 7.5 | -7 | / | / |
| 48 | COC(=O)c1sccc1NN1C(=O)c2ccccc2C1=O | 2 | -14 | 12 | -31 | -1.5 | 0.0 | -11 | 0.4 | -3 |
| 49 | Cc1ccc(OCCCC(=O)Nc2ccc(Cl)c(S(=O)(=O)N3CCOCC3)c2)cc1 | -8 | / | -13 | 33 | 8.7 | 6.6 | -7 | 6.1 | -10 |
| 50 | CCc1cccc(CC)c1NC(=O)COn1nnc2ccc(C(F)(F)F)cc21 | -13 | 4 | 3 | 8 | -0.2 | 3.9 | -2 | -1.8 | -6 |
| 51 | CC1(C)C=Cc2c(c3c(c4c(=O)c(-c5ccc(O)cc5)coc24)OC(C)(C)CC3)O1 | -5 | -15 | 14 | 32 | -0.3 | 0.6 | 5 | 0.9 | -4 |
